TNF necrop inh: inhibitors of TNF-alpha triggered necroptosis, primary screen, cell-based, Jurkat FADD-/-, single concentration. Jurkat FADD-/- TNF necroptosis rescue, ATP luminescence, 24 h; 0 = TNF only, 100 = no-TNF cells. activation (protection from cell death), % at 10 µM. hit rate 0.068% among 220,000;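 active = activation, meaning protection from cell death, of at least 50% relative to plate controls; inactive = activation below 50%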;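 also: necroptosis triggered by 40 ng/mL TNF-alpha added together with compound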
zfTRPN1 agonist: zebrafish TRPN1 channel agonists, primary screen, cell-based, HEK293, calcium fluorescence; activation, % at 3 µM; AID 1424, 2008; transient receptor potential cation channel N1 (TRPN1/NompC), Danio rerio; HEK293 zebrafish TRPN1-YFP, Fluo-8 calcium fluorescence; 100% = response to 87 µM carbachol; hit rate 0.18% among 220,000;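 active = activation above its plate's cutoff, the mean activation of test wells on that plate plus 3 SD, cut at about 19% in these data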;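 also: 0% = DMSO alone and 100% = 87 µM carbachol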
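Material: zebrafish TRPN1-YFP in HEK293 cells. Doses: one dose of 3 µM, 0.3% DMSO. Incubation: dye 1 h 37 °C plus 30 min RT. Measured by: intracellular calcium fluorescence with Fluo-8.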
EBV gp42 inh: Epstein-Barr virus gp42 inhibitors, primary screen, biochemical, uHTS, fluorescence polarization | Glycoprotein 42 (Epstein-Barr virus (strain AG876)), Q1HVG2 | Fluorescence polarization binding assay, mP read-out | inhibition, % (tested at 21.74 µM) | hit rate 0.42% among 220,000 | AID 1085, 2008; in the data active = inhibition above about 50%
CHOP inhibitor: inhibitors of CHOP promoter induction, primary screen, cell-based, unfolded protein response, luciferase reporter. CHO-K1 CHOP-promoter luciferase, tunicamycin-induced, 15-18 h. inhibition, % at 10 µM. hit rate 3.8% among 220,000. AID 2732, 2010;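 active = compounds that reduced the stress-induced luciferase reporter signal by more than about 70% of percent inhibition, limit read from the data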;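 also: 0% = tunicamycin plus vehicle and 100% = wells without tunicamycin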
Mdm2 ligase inh: MDM2-luciferase reporter signal enhancers, primary screen, MDM2 E3 ligase inhibitor project, cell-based, luminescence, 1536-well; E3 ubiquitin-protein ligase Mdm2 (Homo sapiens), Q00987; cell-based MDM2 ubiquitination luciferase reporter, 2 h; 0 = plate control, 100 = twice control, blank-subtracted; signal enhancement, % at 5 µM; hit rate 0.11% among 210,000; AID 1230, 2008;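 active = signal enhancement of 30% or more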;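 also: luminescence tracks abundance of the self-degrading MDM2-luciferase fusion protein; higher signal means inhibition of MDM2 E3 ligase activity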
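system = mammalian cells stably expressing self-ubiquitinating, self-degrading MDM2 E3–luciferase fusion | quantity = 2000 cells per well seeded | incubation = 4 h cell settling then 2 h compound exposure, 37 °C | signal = SteadyLite luminescence, 15 min reagent step | benchmarks = plate control and blank wells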
PPC-1+TRAIL kill: compounds killing PPC-1 cancer cells with TRAIL present, primary screen, TRAIL potentiator project, ATPLite luminescence, uHTS; PPC-1 cells + TRAIL, ATPLite viability luminescence; cell killing (% activity), % at 4 µM; hit rate 0.41% among 220,000; AID 1443, 2008;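 active = cell killing above 50% in the first pass at 4 µM, then a duplicate retest at 5 µM averaging 50% or more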;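 also: plate controls were cells with TRAIL plus DMSO for no effect and medium-only wells lacking cells for full effect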
Runt-SMMHC FRET: inhibitors of RUNX1 Runt–CBFb-SMMHC binding, primary screen, biochemical, FRET, Cerulean-Runt, Venus-CBFb-SMMHC, uHTS. hit rate 0.74% among 220,000. inhibition, % at 20 µM. Cerulean-Runt/Venus-CBFb-SMMHC FRET ratio 530/480, 1 h. Runt-related transcription factor 1 (Homo sapiens) + Core-binding factor subunit beta …;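 active = mean inhibition across duplicate retests at 20 µM reaching about 50%, limit read from the data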;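 also: 0% = DMSO wells and 100% = wells with excess untagged CBFb-SMMHC; inhibitors lower the FRET ratio by blocking Runt binding to CBFb-SMMHC; some results filed as inactive read as strong as hits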
Target sequence (Q01196 whole entry, looked up): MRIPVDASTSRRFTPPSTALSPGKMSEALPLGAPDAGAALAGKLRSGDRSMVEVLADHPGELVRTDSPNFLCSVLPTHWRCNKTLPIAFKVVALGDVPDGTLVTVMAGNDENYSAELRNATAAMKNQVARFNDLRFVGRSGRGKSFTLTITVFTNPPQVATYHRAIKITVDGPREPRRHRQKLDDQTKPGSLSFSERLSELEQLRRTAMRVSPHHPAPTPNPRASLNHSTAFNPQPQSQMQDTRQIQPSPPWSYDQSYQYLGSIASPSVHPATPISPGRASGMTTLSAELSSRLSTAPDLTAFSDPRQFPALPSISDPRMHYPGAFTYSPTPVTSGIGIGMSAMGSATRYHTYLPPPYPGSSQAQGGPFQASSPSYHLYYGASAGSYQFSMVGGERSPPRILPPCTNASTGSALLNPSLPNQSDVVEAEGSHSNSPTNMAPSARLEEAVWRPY
Target sequence (Q13951 whole entry, looked up): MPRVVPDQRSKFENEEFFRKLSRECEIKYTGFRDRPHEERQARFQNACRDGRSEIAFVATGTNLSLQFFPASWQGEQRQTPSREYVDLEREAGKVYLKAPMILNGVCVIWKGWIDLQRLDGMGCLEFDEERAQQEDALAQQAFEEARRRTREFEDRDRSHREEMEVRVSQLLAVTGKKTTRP
NCF1 inh: p47phox/p22phox peptide binding inhibitors, primary screen, biochemical, uHTS, NADPH oxidase regulatory subunit; Neutrophil cytosol factor 1 (Homo sapiens), P14598; inhibition, % at 24.7 µM; hit rate 0.53% among 220,000; fluorescence polarization, 2 h;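 active = inhibition above about 30%, limit read from the data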;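 also: 0% = p47phox with labelled peptide and 100% = labelled peptide alone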
Target sequence (P14598 whole entry, looked up): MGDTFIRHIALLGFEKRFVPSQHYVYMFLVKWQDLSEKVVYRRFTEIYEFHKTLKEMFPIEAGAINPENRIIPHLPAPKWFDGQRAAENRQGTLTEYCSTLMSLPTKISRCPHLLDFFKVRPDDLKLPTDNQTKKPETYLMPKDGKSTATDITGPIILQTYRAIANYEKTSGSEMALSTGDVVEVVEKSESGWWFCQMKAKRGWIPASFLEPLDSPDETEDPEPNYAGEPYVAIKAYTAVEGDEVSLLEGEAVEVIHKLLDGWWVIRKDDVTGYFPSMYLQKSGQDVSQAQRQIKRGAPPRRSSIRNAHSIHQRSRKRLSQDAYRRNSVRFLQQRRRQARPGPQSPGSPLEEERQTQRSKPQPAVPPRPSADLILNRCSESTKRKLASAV
TRPML3 ag: human TRPML3 channel agonists, primary screen, cell-based, HEK293 TRPML3-YFP, Fluo-8 calcium fluorescence, 3 µM | 100% = the carbachol control signal | activation, % at 3 µM | hit rate 0.29% among 220,000;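 active = activation above its plate's cutoff, the mean activation of the plate's test wells plus 3 SD, cut at about 12% in these data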;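 also: 0% = DMSO only wells and 100% = carbachol wells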
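system = HEK293 cells stably carrying human TRPML3-YFP | doses = one concentration, 3 µM nominal, 0.3% DMSO | timing = dye loading 1 h 37 °C then 30 min ambient, 125 s read | detection = Fluo-8 calcium dye fluorescence, ex 470-495, em 515-575 nm | benchmarks = high control carbachol 87 µM, low control DMSO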
Starred values were filed as active, the others as inactive; . = not tested or not shown; & = joins results of further samples. Compounds as they come (roughly 5.9% active in at least one column).

SMILES	TNF necrop inh	zfTRPN1 agonist	EBV gp42 inh	CHOP inhibitor	Mdm2 ligase inh	PPC-1+TRAIL kill	Runt-SMMHC FRET	NCF1 inh	TRPML3 ag
COc1cc(C(=O)O/N=C2\C=CC(=O)C(C)=C2)cc(OC)c1OC	-10	1.0	7	108*	-17	-16	-4	-16	0.3
Nc1cccc(CCc2nc3cc4ccccc4cc3[nH]2)c1	-4.7	-1.8	-18	-7	-3	-6	2	-8	0.2
O=S(=O)(NCc1ccco1)c1ccc(S(=O)(=O)N2CCCC2)cc1	-0.5	1.7	-1	12	4	.	.	3	0.3
O=C(Cn1nnc(-c2ccc(Cl)cc2)n1)NC1CC2CCC1C2 (centres undefined)	1.4	1.8	-20	51	-10	14	1	0	-0.7
CCOC(=O)C(O)(C1C(=O)CC(C)(C)CC1=O)C(F)(F)F (centres undefined)	6.4	1.5	2	-17	-19	8	3	2	0.3
COc1cccc(C(=O)NC(=S)Nc2ccccc2N2CCCC2)c1	-1.0	-0.2	-10	20	-3	.	.	-14	0.0
COC(=O)Nc1nc2ccc(-c3n[nH]c(=O)c4ccccc34)cc2[nH]1	-5.2	0.3	-21	4	3	34	-4	1	0.7
CC(=O)Nc1ccc(Nc2cc(C)nc3c(-c4ccc(Cl)cc4)c(C)nn23)cc1	2.9	1.5	-3	84*	0	-9	5	15	0.5
CC(Cc1ccccc1)NC(=O)C1(c2ccccc2)CCOCC1 (centres undefined)	0.2	-0.6	-12	-15	-18	16	2	-13	-0.6
CC(C)(C)c1ccc(CN2C3=NCCCN3c3ccccc32)cc1	-7.8	0.9	-10	27	-6	36	2	1	0.2
COc1ccc(CCNc2nc(-c3cccnc3)cs2)cc1OC	-2.4	0.0	138*	2	8	13	-2	-9	-0.3
Cc1csc(NC(=O)CSc2nnc3ncccn23)n1	-1.0	1.6	-6	17	-5	-5	2	-5	1.1
COc1ccc(C2/C=C\CN(S(=O)(=O)/C=C/c3ccccc3)[C@H](Cc3ccccc3)C(=O)N2Cc2ccc(F)cc2)cc1 (some centres undefined)	0.4	.	-24	-10	9	14	0	-53	.
O=C(CC1SC(N2CCCCC2)=NC1=O)Nc1cccc(C(=O)O)c1 (centres undefined)	-2.4	0.7	-2	-14	-1	29	3	8	0.1
Cc1ccc(CSCCNC(=O)c2ccc(Cl)c(S(=O)(=O)N3CCOCC3)c2)cc1	-5.1	4.5	-5	39	-25	-4	0	4	1.2
Cc1ccc(N2NC3(CCN(C(N)=O)CC3)NC2=O)cc1	-0.1	-1.1	-12	0	0	-22	0	-3	-0.1
NC(=O)c1c(NC(=O)COC(=O)c2ccc(S(=O)(=O)Nc3ccccc3)cc2)sc2c1CCCC2	1.0	0.7	-10	0	-7	11	-2	-15	0.6
Cc1ccc(NC(=O)C[n+]2cc(-c3ccc(C)cc3)n3c2CCC3)cc1	0.1	-1.4	-12	3	-6	1	4	-9	0.2
CCC1(CC)NC(=O)N(CC(=O)Nc2ccc(S(=O)(=O)N3CCOCC3)cc2)C1=O	0.8	2.1	-17	12	-1	3	-2	-14	1.1
COc1ccc(S(=O)(=O)N(C)C)cc1NS(=O)(=O)c1ccc(F)c(F)c1F	0.9	1.9	-2	23	6	27	5	-8	0.5

Overlap with the part before: two entries; new compounds follow.
SMILES	TNF necrop inh	zfTRPN1 agonist	EBV gp42 inh	CHOP inhibitor	Mdm2 ligase inh	PPC-1+TRAIL kill	Runt-SMMHC FRET	NCF1 inh	TRPML3 ag
CCC1(CC)NC(=O)N(CC(=O)Nc2ccc(S(=O)(=O)N3CCOCC3)cc2)C1=O	0.8	2.1	-17	12	-1	3	-2	-14	1.1
COc1ccc(S(=O)(=O)N(C)C)cc1NS(=O)(=O)c1ccc(F)c(F)c1F	0.9	1.9	-2	23	6	27	5	-8	0.5
CC(C)NCC(O)c1ccc(NS(C)(=O)=O)cc1 (centres undefined)	.	-1.6	-8	10&-17	.	44	-2	-12	1.0
COc1cc(C(=O)Nc2ccc([N+](=O)[O-])cn2)cc(OC)c1OC	1.9	1.4	-21	-4	-9	25	2	1	0.8
Cc1c(=O)n(OCc2ccccn2)c2ccccc2[n+]1[O-]	-0.2	6.7	-7	-3	-28	25	3	-11	0.3
CCCc1[nH]nc2c1C(c1cc(OC)cc(OC)c1)C(C#N)=C(N)O2 (centres undefined)	0.2	0.3	-22	23	-5	33	-4	-10	0.2
O=C(CCCN1C(=O)c2ccccc2C1=O)N1CCCCC1	-0.8	0.6	-15	18	4	-3	5	2	-0.1
CCCc1nc2sc3ccccc3c(=O)c2c(=O)n1CCOC	-1.6	-0.6	-5	24	1	-2	-4	-9	-0.1
COc1ccc(-c2cc3nc(C)cc(N)n3n2)cc1	-10	-0.4	-4	3	-56	81*	0	-9	-0.7
CC(C)CCN1CCN(CC#Cc2ccccc2)CC1CCO (centres undefined)	0.4	0.6	-14	22	-7	-26	-1	-7	1.3
Cc1cccc(CNc2ncc(-c3cccc([N+](=O)[O-])c3)n2C)c1	4.9	-2.9	-7	-7	-13	9	5	-3	0.2
CCCNC(=O)COC(=O)c1ccccc1OCC(=O)Nc1ccc(Br)cc1	3.7	2.0	-26	80*	11	23	-3	-9	0.8
O=C(c1ccco1)N1CCN(c2ccc([N+](=O)[O-])c(N3CCOCC3)c2)CC1	0.3	-0.6	-19	2	7	8	-4	-1	0.9
CC1=C(C(=O)N(C)C)C(c2ccccc2OC(F)F)NC(=O)N1 (centres undefined)	-0.5	-0.9	-9	0	0	-24	0	-3	0.9
Cc1onc(-c2ccccc2)c1CNC(=O)Nc1cccc(Cl)c1	3.9	2.6	-1	22	-4	7	-1	0	0.1
O=[N+]([O-])c1ccc(NCCCNS(=O)(=O)c2ccccc2)cc1	-0.4	2.4	-1	18	-4	0	-6	-5	0.8
COc1ccc(COC(=O)N/C=C/c2ccco2)cc1	-1.0	-0.4	-4	2	5	7	0	-13	0.8
CCOc1ccc(S(=O)(=O)N(C)c2ccc(OCC(=O)Nc3ccc4[nH]c(=O)[nH]c4c3)cc2)cc1	1.0	0.9	-10	4	-10	11	-1	-5	-0.5
Cc1ccc(S(=O)(=O)NC2(C(F)(F)F)C(=O)Nc3c2c(=O)[nH]c(=O)n3-c2ccccc2)cc1 (centres undefined)	0.9	-1.0	-2	-3	-2	6	-7	-3	-0.2
O=C(c1ccc(F)cc1)N(NC(=O)C(O)(c1ccccc1)c1ccccc1)c1ccccc1	0.4	-1.3	8	18	-21	0	-1	-12	0.7
c1ccc2sc(Nc3nc4cc5c(cc4s3)OCO5)nc2c1	1.3	-2.2	-18	-42	-22	20	6	-134	1.1
COc1ccc(Nc2nc3cc(C)ccc3cc2C#N)c(OC)c1	-3.7	-0.3	11	17	-3	.	.	-10	0.7
COC(=O)C1CCN(c2cc(=O)n(-c3ccc(OC)cc3)c(=O)[nH]2)CC1	1.7	0.9	4	6	-10	19	0	-13	0.3
CC(C)CC(=O)Nc1nnn(C)n1	1.4	1.8	-9	45	-76	15	2	1	1.2
O=C(CCNC(=O)c1ccccc1Cl)Nc1ccc(Cl)c(C(F)(F)F)c1	2.0	-0.7	-23	44	3	21	2	-16	0.6
COc1ccccc1/C=N/NC(=O)c1[nH]c(C)c(C(=O)N/N=C/c2ccccc2OC)c1C	0.1	-1.4	-14	29	5	10	0	-27	-0.2
N#CCCCSc1nnc(CSc2nc3ccccc3s2)n1-c1ccccc1	-0.8	3.3	.	.	.	5	3	.	0.5
O=S(=O)(CC(c1ccccc1)N1CCCCC1)c1ccc(Cl)cc1 (centres undefined)	2.9	-1.2	-8	-4	-24	25	10	-1	-1.0
O=C(CSc1nc2cc([N+](=O)[O-])ccc2n1-c1ccc(F)cc1)NC1CCS(=O)(=O)C1 (centres undefined)	1.0	-1.6	-16	17	-5	-8	2	-9	0.3
O=C(NCCc1c[nH]c2ccccc12)C(=O)NCC1OCCCN1S(=O)(=O)c1ccc(F)cc1 (centres undefined)	-3.4	4.5	-8	15	1	5	0	-8	1.5
O=C(NC1(C(F)(F)F)NC(=O)N(Cc2cccnc2)C1=O)c1ccc(F)cc1 (centres undefined)	-2.0	1.7	18	2	-5	20	1	-17	-0.3
O=C(O)c1cc(N/N=C/c2cccnc2)ccc1Cl	1.1	0.5	-6	8	-13	-8	1	4	1.5
CCCCn1nnnc1SCC(=O)Nc1cccc(C)n1	-0.1	1.1	-21	49	7	8	0	-2	-0.4
CN(C)S(=O)(=O)c1ccc(-n2cccc2)cc1	0.1	-0.3	-10	26	-10	23	-4	-6	0.7
CCOc1ccc(CNc2ccc3c(c2)nc(C)n3C)cc1	0.5	0.1	-25	-23	-3	-14	4	-34	1.1
Cc1nn(-c2ccccc2)c2c1C(c1ccc(F)cc1)C(C#N)=C(N)O2 (centres undefined)	-4.0	-0.4	20	49	-10	24	-2	1	0.2
Cc1ccc(-c2cn3nc(-c4ccccc4)c(-c4ccccc4)nc3n2)cc1	-14	4.4	126*	7	-4	24	81	-18	1.4
CCOC(=O)c1[nH]c(C)c(C(=O)OC(C)C(=O)Nc2ncc(Cl)cc2Cl)c1C (centres undefined)	-4.6	1.2	-71	65	-12	6	-5	-14	0.5
O=[N+]([O-])c1cccc(S(=O)(=O)Nc2nc3ccccc3nc2Nc2cccc(S(=O)(=O)N3CCCCC3)c2)c1	1.7	-0.1	-4	82*	-3	7	-15	-30	0.3
CSc1sc(C)cc1C1C(C#N)=C(N)N(c2cccnc2)C2=C1C(=O)CC(C)(C)C2 (centres undefined)	-1.9	2.1	3	-18	-14	-1	-6	-2	0.8
CCOC(=O)c1c(CN(C)C)n(-c2ccccc2)c2cc(Br)c(O)cc12	-1.4	-0.4	9	19	-12	18	2	-7	0.0
CCn1c(Cc2cccs2)nnc1SCC(=O)c1ccc(C)cc1	-1.3	-1.7	-25	-31	-22	22	-1	-9	-0.1
O=S(=O)(NCCc1ccccc1)c1ccccc1	0.2	-0.1	-15	-20	-9	17	1	9	-1.1
